MC4R barr agon = human MC4R agonism via beta-arrestin; P32245; hit rate 0.98% among 360,000; activation, % at 8.9 µM; AID 540308; U2OS MC4R beta-arrestin complementation, luminescence; percent of melanotan II response, DMSO zero;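 active = activation above a per-plate cutoff, the mean activation of sample wells on that plate plus 3 SD, cut at about 8% in these data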
NR2F2 inh = NR2F2 (human) inhibition, primary screen. AID 686940. hit rate 0.7% among 370,000. inhibition, % at 8.6 µM. P24468. HEK293T NGFI-A luciferase reporter, luminescence;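 active = inhibition above a per-plate cutoff, mean inhibition of test wells between control levels plus 3 SD, cut at about 38% in these data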;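 also: cells cotransfected with COUP-TFII expression vector driving the NGFI-A reporter; 0% = median of COUP-TF2 test wells and 100% = reporter-only cells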
NCOA1 inh = inhibits human SRC1 coactivator; Q15788; HEK293 GAL4-SRC1 luciferase reporter, luminescence; inhibition, % at 3.6 µM; hit rate 0.12% among 360,000; AID 588354;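 active = inhibition above the campaign mean plus 3 SD, with each screening campaign given its own cutoff, cut at about 60% in these data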;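 also: 0% = DMSO treated cells and 100% = gossypol at 36 µM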
ABHD5-PLIN5 inh = ABHD5-PLIN5 protein interaction inhibition. Split G. princeps luciferase complementation, luminescence, 4 h. AID 602281. hit rate 0.78% among 360,000. Q00G26+Q8WTS1. inhibition, % at 4 µM;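 active = inhibition above the mean inhibition across every tested compound plus 3 SD, cut at about 22% in these data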;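 also: 0% = DMSO only wells and the 100% control is not disclosed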
NCOA2 inhibitor = human SRC2 (NCOA2) inhibition; Q15596; HEK293 GAL4-SRC2 luciferase reporter, luminescence; inhibition, % at 9 µM; hit rate 0.17% among 370,000; AID 651957;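 active = inhibition above the mean inhibition of all tested compounds plus 3 SD, set per campaign, cut at about 52% in these data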;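 also: 0% = DMSO treated cells and 100% = cells given Gossypol at 36 µM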
TLR9-MyD88 inh = TLR9-MyD88 interaction inhibition; hit rate 0.21% among 340,000; inhibition, % at 4.98 µM; AID 504734; CHO BLA complementation TLR9-MyD88, CCF4 FRET ratio; Q9NR96+Q99836;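 active = inhibition above the mean over all tested compounds plus 3 SD, cut at about 21% in these data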;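 also: 0% = DMSO only wells and 100% = clavulanate BLA inhibitor control wells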
LRH-1 inv ag = NR5A2 inverse agonism in reporter assay; HEK293T StAR-luciferase reporter, LRH-1 transfected, 24 h; inhibition, % at 3.6 µM; O00482; hit rate 0.13% among 360,000;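 active = inhibition above the mean inhibition of all tested compounds plus 3 SD, cut at about 73% in these data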;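 also: 0% = DMSO wells and 100% = reporter-only cells lacking LRH-1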
NOD2 RIPK2 PPI = NOD2-RIPK2 protein interaction inhibition. O43353. CHO BLA complementation NOD2-RIPK2, CCF4 ratio. inhibition, % at 4.98 µM. hit rate 0.38% among 360,000; in the data active = inhibition above about 21%;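 also: 0% = vehicle only and 100% = reference blocker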
EBV LMP1 NFkB = inhibitors of Epstein-Barr LMP1-induced NF-kappaB reporter. LMP1-induced NF-kappaB luciferase reporter cells, luminescence. inhibition, % at 12.5 µM. hit rate 0.69% among 350,000. AID 504558; in the data active = inhibition above about 41%;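 also: 0% = neutral control wells and 100% = reference inhibitor control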
SRC3 inh = inhibitors of human steroid receptor coactivator 3 (SRC3). Q9Y6Q9. hit rate 0.17% among 360,000. inhibition, % at 3.6 µM. HEK293 GAL4-SRC3 luciferase reporter, luminescence;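 active = inhibition above a per-campaign cutoff, the mean of all compounds plus 3 SD, cut at about 60% in these data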;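 also: 0% = DMSO-treated cells and 100% = gossypol-treated cells at 36 µM; higher means less SRC3-driven luciferase light from the GAL4 reporter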
MC4R antag cAMP = antagonists of human melanocortin 4 receptor (MC4R). P32245. MC4R-expressing cells, MTII-stimulated cAMP, LANCE TR-FRET. inhibition, % at 6.5 µM. hit rate 0.48% among 360,000. AID 540295;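 active = inhibition above its plate's cutoff, the mean of tested wells on that plate plus 3 SD, cut at about 29% in these data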;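 also: 0% = Melanotan II alone and 100% = Melanotan II plus saturating MCL0020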
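Material: human MC4R-expressing U2OS cells. Probe or stimulus: Melanotan II challenge. Dosing: 6.5 µM single dose. Times: 30-min compound, 1-h challenge, 1-h detection, room temperature. Technique: TR-FRET with Eu-cAMP and labeled anti-cAMP, 671 nm. Replication: singlicate.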
* hit, by the source's call; . = not tested or not shown; & = joins results of further samples. Some of the compounds tested; the hit share may differ from the screen's.

SMILES	MC4R barr agon	NR2F2 inh	NCOA1 inh	ABHD5-PLIN5 inh	NCOA2 inhibitor	TLR9-MyD88 inh	LRH-1 inv ag	NOD2 RIPK2 PPI	EBV LMP1 NFkB	SRC3 inh	MC4R antag cAMP
CCN1C(=O)[C@H]2[C@H]3CN=C(SCc4ccc(OC)cc4)N3[C@@](CC)(C(=O)OC)[C@H]2C1=O	-0.6	13.7	4.9	6.6	-1.0	-3.9	3.1	-1.5	3.1	-0.3	1.5
O=C(c1ccccc1)C1CCN(C(=O)c2c(F)cccc2F)CC1	-0.6	-6.0	9.2	8.0	8.0	-0.3	-5.3	-0.9	10.5	-2.6	-1.2
CCCCn1nnnc1C(c1ccccc1)N1CCN(c2ccc(OC)cc2)CC1 (configuration not stated)	.	-15.7	.	3.0	4.1	.	-10.5	6.9	.	.	.
CC(=O)N1CCN(C(=O)CCc2nc3sc4c(c3c(=O)[nH]2)CCCC4)CC1	0.4	-16.8	-12.3	1.1	8.8	3.4	4.1	1.0	-2.7	4.8	4.9
Nc1ccc(S(=O)(=O)NCC(=O)OC2CCOC2=O)cc1[N+](=O)[O-] (configuration not stated)	-2.9	0.6	5.9	-3.2	18.1	5.3	3.4	2.1	-2.4	-0.5	0.6
O=C(NC1CCCC1)C1CCCN(S(=O)(=O)c2cnc[nH]2)C1 (configuration not stated)	-0.7	-1.5	-0.2	2.3	-12.3	-1.9	-6.8	-9.7	8.4	1.8	5.2
CC1(C)CC(=O)C2=C(C1)OC(N)=C(C#N)C2c1ccccc1 (configuration not stated)	-1.2	8.7	1.7	2.7	-0.6	-2.0	-4.9	4.3	-13.3	-13.4	-3.5
CCn1c(/C=C/c2ccc(O)c(O)c2)nc2ccccc2c1=O	-0.6	-2.5	1.1	6.8	0.5	5.6	-11.6	-0.6	4.0	-20.9	-6.9
O=C(Cc1ccc(F)cc1)Nc1cccc(-c2cn3c(n2)SCC3)c1	1.1	8.9	-7.6	2.8	-24.7	-3.2	1.7	-2.6	-0.9	-4.3	16.4
Cc1ccc(OC(=O)C(F)(F)F)c2c1NCCC2	-0.5	-6.2	-32.9	-2.5	13.3	-2.0	-4.4	-3.2	5.5	14.4	0.3
CCN(CC)c1ccc(NC(=O)COc2ccc(C#N)cc2)cc1S(=O)(=O)Nc1ccc(OC)cc1	-0.5	4.7	-1.8	-0.2	-3.9	-16.8	-3.3	-0.3	10.7	11.5	10.9
Cc1cccc(C(=O)NC(=S)NNC(=O)c2ccc(Cl)cc2)c1	-6.4	-15.3	2.6	-4.0	6.3	5.8	0.0	2.6	19.9	-17.1	14.9
O=[N+]([O-])c1ccc(NS(=O)(=O)c2ccccc2)c(Cl)c1	-1.3	4.2	5.7	7.4	1.9	11.6	-27.0	1.4	9.6	4.8	10.3
CC(C)C(OC(=O)CCCC(=O)Nc1nccs1)C(=O)NC1CCCCC1 (configuration not stated)	0.7	2.9	-15.7	-2.7	0.7	-6.2	12.1	-8.0	4.9	-8.3	2.6
CCCCN(C(=O)C1CCCC1)c1c(N)n(Cc2ccccc2)c(=O)[nH]c1=O	-0.9	-6.4	-8.6	-1.9	-34.2	-4.6	5.5	6.8	-2.2	-13.8	-4.9
COc1ccc(C(=O)N2CCCCC2C(=O)Nc2ccc(-n3nc(C)cc3C)cc2)o1 (configuration not stated)	-2.1	-3.0	-34.2	3.7	-14.3	4.2	-9.8	-0.6	7.9	-17.3	6.9
CN(Cc1cccc(Cl)c1Cl)C(=O)CCNC(=O)c1ccco1	-0.2	18.7	-1.3	-10.6	21.1	-9.8	-15.8	6.2	-7.4	-10.6	7.2
CCC(C(=O)Oc1c(C(C)C)cccc1C(C)C)c1ccccc1 (configuration not stated)	0.6	-20.5	-16.2	-4.7	-21.7	2.8	-2.2	-6.0	-2.5	5.2	5.7
CCCCCCSc1ccc(-c2nc3ccc(C)cn3c2NCc2ccccc2)cc1	-0.1	-18.8&-9.6	2.3	4.5&0.1	-3.0&-35.1	-4.7	-28.3&-8.9	-2.2&-22.2	-6.1	-31.6	1.2
COc1ccc(-c2[nH]c3ccccc3c2SCCNC(=O)c2cc3ccccc3oc2=O)cc1	-0.3	3.7	6.9	-4.6	-18.5	-0.3	13.3	-11.0	-4.6	-3.1	11.0
COc1ccc(C)cc1S(=O)(=O)N1CCCC(C(=O)NCC2CCCO2)C1 (configuration not stated)	-1.8	5.5	-11.2	-3.0	-14.9	1.8	18.1	-4.2	11.1	13.4	-1.7
COc1ccccc1NC(=O)N1CCN(c2ncccn2)CC1	-1.6	-3.9	-106.9	3.0	-7.7	-2.0	6.3	0.6	7.6	9.2	4.4
CC(=O)c1ccc(S(=O)(=O)Nc2ccc(C(=O)NCC(c3ccccc3)N(C)C)cc2)cc1 (configuration not stated)	-0.8	-6.2	-51.7	8.7	9.2	0.0	-5.0	-13.7	-2.6	-4.3	-1.0
O=C(NCc1ccccc1)c1cc(C2CCCCN2S(=O)(=O)c2ccccc2)on1 (configuration not stated)	0.9	5.7	-3.5	-4.8	-17.6	.	-21.0	-1.4	.	3.0	4.4
Cc1noc(C(C)C)c1C(=O)Nc1ccc(-c2nnc3n2CCCCC3)cc1	-1.1	-23.7	1.5	1.8	13.0	3.9	-7.5	-2.5	-2.1	33.2	-1.4
Cc1ccc(S(=O)(=O)N(CC(=O)Nc2cccc([N+](=O)[O-])c2)C(=O)N2CCN(C)CC2)cc1	-1.3	-1.6	-5.7	8.2	-2.7	-5.4	9.3	-7.8	3.1	-3.8	-1.7
CC(C)OC(=O)CSc1nnc(-c2ccncc2)n1N	-1.9	-8.9	-15.2	-6.8	-23.3	-7.0	-7.9	-10.3	3.1	-7.8	-2.2
O=c1c(-c2nnc(SCc3ccc(Cl)cc3)o2)cccn1Cc1ccccc1	-0.1	0.5	4.9	3.9	9.8	3.1	13.8	9.1	8.1	15.8	-10.0
COc1ccc(C(N)c2csc(Nc3ccc(C(F)(F)F)cn3)n2)cc1 (configuration not stated)	6.7	3.8	5.9	-4.6	12.5	.	17.5	-2.6	.	14.2	-14.0
COc1ccc(C#Cc2ccc3c(c2)O[C@H](CN(C)S(=O)(=O)c2ccccc2F)[C@H](C)CN([C@H](C)CO)S3(=O)=O)cc1	.	9.9	3.5	9.4	4.6	.	17.0	-4.0	.	12.8	.
Cc1ccc(S(=O)(=O)NCCC(=O)OCc2ccc([N+](=O)[O-])cc2)cc1C	1.0	18.7	-9.2	7.2	-4.2	-5.3	21.2	-5.9	-2.7	3.0	-2.7
Cc1nc(Nc2nc(-c3ccccc3)cc(=O)[nH]2)nc2ccccc12	-0.9	-4.0	-34.4	8.4	-7.7	3.8	-12.3	-1.2	-1.5	1.5	-40.4
CCCCOc1ccc(/C=C(\C#N)C(=O)NC2CC2)cc1	-1.0	-34.9	11.1	6.3	-0.5	.	8.8	-6.6	.	-21.2	4.6
N#Cc1ccc2ccn(CC(=O)NC3CCCCC3)c2c1	-2.2	16.2	-2.4	-1.3	2.0	-0.2	9.5	-0.3	-5.4	7.8	-3.7
Cc1cc(=O)oc2cc(OCCCN3C(=O)c4ccccc4C3=O)ccc12	-0.3	-0.4	-25.2	-1.7	1.7	-5.8	9.4	-7.1	3.9	6.5	7.2
C=CCc1ccc(OCCn2cccc2C=O)c(OC)c1	-2.0	-22.2	-68.5	-1.2	-15.8	5.5	-47.1	3.9	-53.2	-54.1	-6.0
CSCCCNC(=S)N1CCc2ccccc2C1	-2.4	-5.0	9.9	3.0	-7.0	11.2	5.3	0.0	-14.1	0.8	1.6
CCOC(=O)C1(CCOc2ccccc2)CCN(Cc2ccc(CO)o2)CC1	-0.7	24.4	14.8	6.9	7.4	11.5	25.2	-14.2	-0.1	-1.8	6.1
CC1(C)CC(=O)C2=C(C1)Nc1ccccc1S2	-0.9	-6.3	7.5	-0.1	22.4	1.0	13.2	-10.3	-4.5	6.2	-18.3
O=C(O)c1cc2ccccc2cn1	-0.2	-5.6	8.9	17.7	-10.3	-8.2	-2.6	0.4	-2.0	15.0	-3.3
O=C(O)CC1NC(=O)N(C2CCCCC2)C1=O (configuration not stated)	-1.6	9.6	-16.5	-0.1	-4.1	7.4	-5.2	-4.8	-2.1	-7.3	13.9
O=C(c1ccco1)N1CCN(C(=O)c2cnn3c2NC(c2cccs2)CC3C(F)(F)F)CC1 (configuration not stated)	-0.6	1.0	14.8	1.4	6.9	10.4	22.5	-4.3	-3.5	9.3	3.8
CC1(C)C/C(=N\NC(=S)Nc2ccccc2F)c2cc(O)ccc2O1	-0.2	5.2	0.0	-18.5	23.0	-10.4	13.4	-4.7	2.5	10.0	26.2
Cc1cccnc1NC(=O)COc1ccc2oc3c(c2c1)CCCC3	-0.8	3.1	0.1	-3.8	15.8	12.8	10.4	2.7	-8.9	5.6	2.4
CN(Cc1ccco1)S(=O)(=O)c1nnc(NC(=O)c2ccccc2Cl)s1	-3.6	-16.1	-8.2	29.5*	-3.3	4.0	-10.1	6.4	-4.1	-1.7	10.4
CC(C)[C@H](NS(=O)(=O)c1ccccc1F)C(=O)NC1CCCCC1	-1.1	-11.0	-7.1	0.6	-18.9	-1.3	7.3	-19.8	-0.2	-1.5	-2.6
N/C(=N\O)c1ccc(NC(=O)c2ccc(Br)o2)cc1	-2.3	-16.4	-42.6	-4.6	-64.0	5.2	-31.7	-1.8	-12.7	-43.9	1.0
O=C(Nc1nc2n(n1)C(c1ccccc1)CC(c1ccc(Cl)cc1)N2)c1ccco1 (configuration not stated)	-0.6	18.6	-0.3	-0.8	-0.7	4.5	13.5	-10.6	-0.8	10.3	0.2
O=C(NCC1CC1)c1ccc(Oc2cc(Cl)cc(Cl)c2)o1	1.2	-2.9	10.0	-8.5	16.7	-4.0	1.1	-6.0	3.8	24.0	-2.3
Cn1cnc(S(=O)(=O)N2CCN(c3ccccc3)CC2)c1	0.5	-5.2	-8.2	-8.4	-30.6	-13.1	-17.0	-6.9	9.6	3.3	0.2
COc1ccc(Cl)cc1NC(=O)CN(C)C(=O)CSc1ccc2c(c1)OCCO2	-0.8	4.5	1.5	-2.1	-5.6	9.8	0.7	5.9	-5.0	-7.3	2.8
O=S(=O)(Nc1nnc(C(F)(F)F)s1)c1ccc(Cl)cc1	-0.8	2.2	-13.7	-6.8	7.8	-4.8	0.3	-8.6	-2.7	13.7	0.0
